# Screening data: PubChem, National Center for Advancing Translational Sciences (NCATS)
# GLP1R ag = agonists of human GLP-1 receptor; P43220; HEK293 GLP-1R CRE-luciferase, luminescence, 4-6 h; cells express a hypersensitive GLP-1R form; Potency, µM (titrated, usually from 45.6 µM), without a hit: at the highest dose activation, most hits filed as activators; 0.007% of 380,000 active; note: % of control where 0% means no effect
# Target sequence (P43220 whole entry, looked up): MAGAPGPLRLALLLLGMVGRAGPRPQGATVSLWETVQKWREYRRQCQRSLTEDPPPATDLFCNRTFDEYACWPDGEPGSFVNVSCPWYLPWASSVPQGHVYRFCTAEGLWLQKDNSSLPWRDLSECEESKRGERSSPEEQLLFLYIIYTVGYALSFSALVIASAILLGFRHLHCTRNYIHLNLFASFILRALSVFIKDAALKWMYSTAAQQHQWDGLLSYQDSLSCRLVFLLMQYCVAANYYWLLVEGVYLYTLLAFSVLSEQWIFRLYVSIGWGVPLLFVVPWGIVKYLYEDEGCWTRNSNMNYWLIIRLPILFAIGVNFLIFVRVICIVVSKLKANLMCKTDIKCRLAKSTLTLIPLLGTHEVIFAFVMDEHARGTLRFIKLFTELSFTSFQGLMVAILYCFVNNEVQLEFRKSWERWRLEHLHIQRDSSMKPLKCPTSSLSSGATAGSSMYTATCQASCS
# TDP43 rescue = TDP-43 toxicity inhibition in yeast; TDP-43 expressing yeast growth rescue, BacTiter-Glo, 24 h; AID 652104; 1.8% of 410,000 active; Potency, µM (highest dose often 46.1 µM), for inactives: at the top dose growth rescue (activation), most hits filed as activators; note: % of control where 0% means no effect; nearly all actives have a fitted effect of over 50% in size
#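 Galactose-induced TDP-43 yeast, OD600=0.02, compound pinned; 24 hr, 30 deg C; BacTiter-Glo luminescence for growth. Inhibitors of TDP-43 toxicity read as activators.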
# KB-3-1 tox = KB-3-1 parental cell cytotoxicity; 1.4% of 400,000 active; Potency, µM (doses to about 46.1 µM), without a hit: at the highest dose activity change, negative = cytotoxic, actives largely listed as cytotoxic; KB-3-1 viability, CellTiter-Glo ATP luminescence, 72 h; AID 1347075; note: % is set by controls: 0 for no effect and ±100 for the full control effect; nearly all actives have a fitted effect of over 60% in size
#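 Viability of parental KB-3-1 cells, measured by CellTiter-Glo luminescence, followed a 72 h incubation at 37 °C with pinned compounds in phenol-red-free DMEM containing 10% FBS.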
# HEK293 tox = cytotoxic in the GLP-1 receptor inverse agonist counter-screen. HEK293 cAMP-luciferase reporter cells, luminescence, 24 h. Potency, µM (highest dose often 38.3 µM), without a hit: top-dose activity change, negative = inhibition, usual class: inhibitors. 0.13% of 410,000 active. AID 624418;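 note: loss of luciferase light is scored as toxicity; % is set by controls: 0 for no effect and ±100 for the full control effect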
#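 MLSMR compounds, 24 hr on cells at 37 deg C/5% CO2; luminescence after luciferase reagent (12 min RT). Inhibition counted as the undesired cytotoxic outcome.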
# HT1080-NT tox = kills 2HG-producing HT-1080-NT fibrosarcoma cells. 1.6% of 360,000 active. Potency, µM (titrated, usually from 46.1 µM), for the others: at the top dose activity, negative = less viability, usual class: cytotoxic. HT-1080-NT fibrosarcoma viability, CellTiter-Glo ATP luminescence, 48 h. AID 686970;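 note: NT is the 2HG producing partner of a matched IDH1 knockdown line; 0% = DMSO-treated cells and -100% = media-only wells without cells; nearly all actives have a fitted effect of over 55% in size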
#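 HT-1080-NT; 750 cells/well; 5% FBS RPMI; 48 h compound, 37 degrees C; CellTiter-Glo luminescence; curve fitting and curve-class assignment.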
# HT1080 IDH1KD tx = toxicity to HT-1080 IDH1 knockdown cells (counter line) | HT-1080 IDH1 knockdown viability, ATP luminescence, 48 h | Potency, µM (series often up to 46.1 µM), without a hit: at the highest dose activity, negative = toxicity, most hits filed as cytotoxic | 2% of 360,000 active;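 note: 0% = DMSO wells and -100% = cell-free medium wells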
#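 IDH1KD HT-1080 cells, 750/well, RPMI + 5% FBS; compound pinned after 2 h settling; 48 h, 37 °C; CellTiter-Glo luminescence; % activity normalised to DMSO and no-cell wells; curves fitted, classed by r2 and efficacy.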
# KB-V1 cytotox = kills drug-selected multidrug resistant KB-V1 cells; Potency, µM (doses to about 46.1 µM), inactives show top-dose activity change, negative = cytotoxicity, actives largely listed as cytotoxic; 3.4% of 400,000 active; KB-V1 MDR cells viability, CellTiter-Glo, 72 h; note: % is set by controls: 0 for no effect and ±100 for the full control effect; nearly all actives have a fitted effect of over 60% in size
#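 In this primary screen, KB-V1 cells overexpressing P-gp are incubated with library compounds (lowest to highest concentration) for 72 h at 37 degrees C before a luminescent ATP viability read.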
# SW480 rereplic = induces DNA re-replication in SW480 colon adenocarcinoma cells; SW480 DNA re-replication, Hoechst DNA content imaging, 48 h; Potency, µM (top dose mostly 46.1 µM), without a hit: top-dose re-replication activation, usual class: activators; 1.8% of 340,000 active; AID 624297; note: % of control where 0% means no effect; nearly all actives have a fitted effect of over 55% in size
#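 Treated cells incubate 48 hr (37 C, 5% CO2), are stained 40 min with Hoechst, and nuclear fluorescence is enumerated; a rise in nuclei with high DNA signal marks re-replication.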
# GLP1R inv ag = acts as inverse agonist at human GLP-1 receptor | P43220 | HEK293 GLP-1R CRE-luciferase, luminescence, 24 h; GLP-1R form is constitutively active | Potency, µM (top dose mostly 38.3 µM), without a hit: top-dose activity change, negative = inhibition, hits mostly inhibitors | 1.6% of 410,000 active | AID 624417; note: % is set by controls: 0 for no effect and ±100 for the full control effect; nearly all actives have a fitted effect of over 55% in size
#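 HEK293 cells stably co-expressing constitutively active GLP-1R and a cAMP-responsive luciferase reporter were seeded in DMEM with 10% Nu serum, given compounds after 12 h, and incubated 24 h at 37 deg C. Luminescence was then read.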
# * = called active by the depositor; ? = inconclusive; · = not tested or not shown; [ ] = remark or other dose. Calls come from the whole dose curve; as a rule, active = well fitted curve in the direction sought with a large enough effect; inconclusive = small, poorly fitted or top-dose-only effect, or another doubt; inactive = no such curve, though single readings can be large; an effect the other way counts as inactive or inconclusive. Potency is the fitted concentration of half-maximal effect.
nr	SMILES	GLP1R ag	TDP43 rescue	KB-3-1 tox	HEK293 tox	HT1080-NT tox
1	Nc1ccc2nc(CCCCc3nc4ccccc4[nH]3)[nH]c2c1	1%	2%	-2%	-15%	0%
2	O=[N+]([O-])c1cccc(C2Nc3cccc4cccc(c34)N2)c1	-10%	18%	-5%	?	5%
3	Cc1cn2c(=O)cc(COc3ccc(NC(=O)c4ccc(C(C)(C)C)cc4)cc3)nc2s1	-4%	-5%	-23%	-24%	·
4	COc1ccc(CCNC(=O)CCC(=O)n2ncc3cc(C)ccc32)cc1OC	-4%	-9%	14%	1%	21%
5	O=C1C(=NO)C(c2ccccc2)Oc2ccccc21 (centres undefined)	18%	?	-9%	78%[activator]	-20%
6	S=C(NCCN1CCOCC1)N/N=C/c1cccs1	4%	12%	14%	-12%	3%
7	O=C(Nc1cccnc1)c1cc(-c2ccccc2O)on1	-1%	-11%	-7%	?	-3%
8	O=C(CSc1ncnc2c1cnn2-c1ccccc1)NC1CCS(=O)(=O)C1 (centres undefined)	-1%	9%	21%	-21%	11%
9	O/N=C/c1ccc(OCc2ccccc2)c(Br)c1	22%	13µM*	?	2%	-21%
10	COc1ccc(C2Nc3ccccc3C(=O)N2c2ccccc2)cc1CN1CCOCC1 (centres undefined)	17%	-12%	3%	6%	11%
11	Cc1cccc(-c2cc3nc(C)c(C)c(NCCCn4ccnc4)n3n2)c1	36%	-12%	?	-5%	?
12	CCOc1cc2c(cc1OCC)C(C(=O)O)C(c1cc(OC)c(OC)c(OC)c1)N(C)C2=O (centres undefined)	-7%	5%	6%	-7%	7%

nr	HT1080 IDH1KD tx	KB-V1 cytotox	SW480 rereplic	GLP1R inv ag
1	-16%	0%	-19%	18%
2	4%	?	-7%	11%
3	·	-8%	·	-28%
4	1%	24%	-1%	11%
5	?	1%	3%	?
6	16%	-2%	-2%	3.2µM*
7	0%	-21%	23%	?
8	9%	?	-10%	-3%
9	-14%	12µM*	?	6%
10	13%	?	3%	-4%
11	?	?	?	3%
12	8%	17%	0%[9.22 µM]	1%

# The listing continues.
nr	SMILES	GLP1R ag	TDP43 rescue	KB-3-1 tox	HEK293 tox	HT1080-NT tox
13	CC1=C(C(=O)OC(C)C)C(c2coc3ccccc3c2=O)C2=C(CCCC2=O)N1 (centres undefined)	0%	-12%	8%	-20%	-8%
14	O=C(c1ccoc1)N1CCC2(CC1)Oc1ccc(F)cc1C(=O)C21CC(c2ccccc2)=NO1 (centres undefined)	-2%	3%	?	3%	-6%
15	CCCCOC(=O)c1ccc(NC(=O)C(=O)NCCN(C)C)cc1	-4%	-12%	-25%	13%	-7%
16	Cc1ccc(CNC(=O)C2CCCN(S(C)(=O)=O)C2)cc1 (centres undefined)	1%	-17%	16%	8%	0%
17	O=[N+]([O-])c1ccc(C(O)C(CO)NC(=S)Nc2ccccc2)cc1 (centres undefined)	1%	-17%	-11%	7%	-9%
18	Cc1nc2scc(C)n2c(=O)c1S(=O)(=O)NCCc1ccc(Cl)cc1	5%	-3%	8%	3%	16%
19	COC(=O)c1ccc2c(CCO)c[nH]c2c1	-4%	1%	?	?	20%
20	Cc1ccccc1NS(=O)(=O)c1ccc(NC(=O)c2nc3ncccn3n2)cc1	0%	12%	3%	-6%	9%
21	O=C(CSc1c2c(nc3ccccc13)CCCC2)NCc1ccco1	11%	19%	1%	-6%	1%
22	CC(C)Cn1c(=S)[nH]c2cc(C(=O)NCc3ccccc3F)ccc2c1=O	-1%	15%	-19%	0%	1%[9.24 µM]
23	N#Cc1ccc(-c2ccc(OCC(O)CN3CCOCC3)cc2)cc1 (centres undefined)	-2%	8%	-3%	-13%	4%
24	C(=N\N1CCN(Cc2ccccc2)CC1)/c1cccnc1	10%	-2%	8%	0%	0%

nr	HT1080 IDH1KD tx	KB-V1 cytotox	SW480 rereplic	GLP1R inv ag
13	-10%[9.24 µM]	?	-5%	-1%
14	-8%	-10%	?	-15%
15	-1%	-2%	2%	-10%
16	9%	-10%	?	-5%
17	-2%	8%	-2%	-1%
18	9%	-2%	1%	-23%
19	17%	?	-7%	9%
20	?	8%	-5%	-23%
21	2%	-11%	0%	17%
22	12%	?	11%	-8%
23	2%	28%	-14%	-16%
24	0%	-13%	-11%	9%

# Limited to HT1080-NT tox and SW480 rereplic (2 entries from above):
no.	molecule	HT1080-NT tox	SW480 rereplic
24	C(=N\N1CCN(Cc2ccccc2)CC1)/c1cccnc1	0%	-11%
18	Cc1nc2scc(C)n2c(=O)c1S(=O)(=O)NCCc1ccc(Cl)cc1	16%	1%

# Next part:
nr	SMILES	GLP1R ag	TDP43 rescue	KB-3-1 tox	HEK293 tox	HT1080-NT tox
25	Nc1nc(-c2ccc([N+](=O)[O-])cc2)c(C(=O)Nc2ccc(Cl)cc2)s1	13%	-27%	0%	2%	-6%
26	O=C(Nc1ccc(Cl)cc1)N1CCC(c2nc(-c3ccc(F)cc3)no2)CC1	-12%	-12%	?	-16%	?
27	C/C(=N\NC(=O)c1ccc(F)cc1)c1cccc(NC(=O)c2cccc(F)c2)c1	10%	15%	11%	2%	28%
28	COc1ccc(CNC(=O)C2CCCN(c3nc4ccccc4o3)C2)c(OC)c1 (centres undefined)	13%	3%	2%	-19%	-3%
29	CN(Cc1ccccc1)C(=O)c1ccc(NC(=O)Cc2cccc(NC(=O)C3CCN(C(=O)C4CCCCC4)CC3)c2)cc1	7%	-18%	10%	5%	0%
30	CCCN1CN(Cc2ccco2)c2nc3ccccc3n2C1	-13%	10%	4%	-11%	-8%
31	Cc1cc(N2CCCCC2)nc(N2CCOCC2)n1	-3%	-1%	23%	24%	3%
32	CC1CC(=O)NN=C1c1ccc(N)c([N+](=O)[O-])c1 (centres undefined)	-4%	-4%	8%	-6%	1%
33	Cc1[nH]c(C)c(S(=O)(=O)N(C)Cc2ccccc2)c1C(=O)N1CCCC1	-1%	-18%	-18%	-10%	-6%
34	CCOc1c(Br)cc(/C=C2\N=C(C)OC2=O)cc1Br	-3%	10%	13%	-10%	9%
35	Cc1ccc(NC(=S)N(CCN2CCOCC2)Cc2ccccc2F)cc1Cl	-1%	-1%	-15%	-5%[0.307 µM]	-4%
36	O=C(NCc1ccc(C(F)(F)F)cc1)c1ccc(-c2cccnc2)c2ccoc12	3%	13µM*	-3%	3%	-12%

nr	HT1080 IDH1KD tx	KB-V1 cytotox	SW480 rereplic	GLP1R inv ag
25	-1%	12%	18%	2%
26	?	?	18%	?
27	6%	-4%	-2%	1%
28	?	-16%	2%	0%
29	-5%	2%	-3%	8%
30	-7%	-1%	-1%	9%
31	-1%	1%	-1%	0%
32	9%	4%	-7%	130%[activator]
33	-1%	?	28%	7%
34	16%	0%	-10%	-6%
35	-2%	?	-6%	-16%[0.307 µM]
36	-3%	-4%	·	-16%

# Further entries follow:
nr	SMILES	GLP1R ag	TDP43 rescue	KB-3-1 tox	HEK293 tox	HT1080-NT tox
37	Cn1nnnc1SCC(=O)Nc1ncc(Cl)cc1Cl	-4%	6%	13%	2%	7%
38	CN(C)C1=NC[C@H](Cc2ccccc2)N1CCC1CCCC1	-5%	-3%	-27%	-21%	-14%
39	O=c1cc2c(nn1Cc1ccc(Cl)cc1Cl)-c1ccccc1CC2	28%	-13%	-22%	69%[activator]	-12%
40	CC(C)Cc1nnc(NC(=O)CCC(=O)NC2CCCC2)s1	-1%	8%	4%	-27%	5%
41	COC(=O)C(C)Sc1nc2c([nH]c3ccccc32)c(=O)n1-c1ccc(OC)cc1 (centres undefined)	12%	5%	8%	-11%	·
42	COC(=O)c1cc(C(=O)N2CCN(C(=O)c3ccco3)CC2)cc([N+](=O)[O-])c1	-13%	6%	-6%	0%	-5%
43	Cc1ccc(Nc2nnc(SCC(=O)NC3CCS(=O)(=O)C3)s2)c(C)c1 (centres undefined)	-1%	-17%	?	-1%[0.307 µM]	4%
44	O=C(O)c1ccc(Sc2nnnn2-c2ccccc2)c([N+](=O)[O-])c1	-4%	24%	9%	-13%	20%
45	O=C1CC(c2ccco2)CC(O)=C1C=NCCN1CCN(C(=S)Nc2ccccc2)CC1 (centres undefined)	-1%	-12%	3%	3%	2%

nr	HT1080 IDH1KD tx	KB-V1 cytotox	SW480 rereplic	GLP1R inv ag
37	7%	1%	-3%	7%
38	-14%	-4%	-5%	-18%
39	?	0%	1%	?
40	10%	1%	-2%	7%
41	·	17%	·	-14%
42	-4%	-6%	2%	1%
43	10%	6%	4%	2%[0.307 µM]
44	8%	7%	-7%	6%
45	-3%	7%	1%	-26%

# Of the compounds above, 6 have an aryl thioether with sulfur outside any ring:
nr	SMILES	GLP1R ag	TDP43 rescue	KB-3-1 tox	HEK293 tox	HT1080-NT tox
8	O=C(CSc1ncnc2c1cnn2-c1ccccc1)NC1CCS(=O)(=O)C1 (centres undefined)	-1%	9%	21%	-21%	11%
21	O=C(CSc1c2c(nc3ccccc13)CCCC2)NCc1ccco1	11%	19%	1%	-6%	1%
37	Cn1nnnc1SCC(=O)Nc1ncc(Cl)cc1Cl	-4%	6%	13%	2%	7%
41	COC(=O)C(C)Sc1nc2c([nH]c3ccccc32)c(=O)n1-c1ccc(OC)cc1 (centres undefined)	12%	5%	8%	-11%	·
43	Cc1ccc(Nc2nnc(SCC(=O)NC3CCS(=O)(=O)C3)s2)c(C)c1 (centres undefined)	-1%	-17%	?	-1%[0.307 µM]	4%
44	O=C(O)c1ccc(Sc2nnnn2-c2ccccc2)c([N+](=O)[O-])c1	-4%	24%	9%	-13%	20%

nr	HT1080 IDH1KD tx	KB-V1 cytotox	SW480 rereplic	GLP1R inv ag
8	9%	?	-10%	-3%
21	2%	-11%	0%	17%
37	7%	1%	-3%	7%
41	·	17%	·	-14%
43	10%	6%	4%	2%[0.307 µM]
44	8%	7%	-7%	6%
